Bioassay records deposited in PubChem BioAssay by several laboratories.
CYP2C19 activ: cytochrome P450 2C19 (human) activation | P33261 | recombinant CYP2C19, luciferin-H EGE luminescence; active compounds read high; 0 = fully inhibited enzyme, 1 = untreated enzyme | activation factor at 5 µM | 96,000 tested, under 10 active | AID 1025;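 active = activation factor of at least 2 at 5 µM in the primary screen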;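 note: 0 = wells with 2.5 mM tranylcypromine and 1 = vehicle-only wells; values of inactives mirror those of a sister screen read the other way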
Target sequence (P33261 whole entry, looked up): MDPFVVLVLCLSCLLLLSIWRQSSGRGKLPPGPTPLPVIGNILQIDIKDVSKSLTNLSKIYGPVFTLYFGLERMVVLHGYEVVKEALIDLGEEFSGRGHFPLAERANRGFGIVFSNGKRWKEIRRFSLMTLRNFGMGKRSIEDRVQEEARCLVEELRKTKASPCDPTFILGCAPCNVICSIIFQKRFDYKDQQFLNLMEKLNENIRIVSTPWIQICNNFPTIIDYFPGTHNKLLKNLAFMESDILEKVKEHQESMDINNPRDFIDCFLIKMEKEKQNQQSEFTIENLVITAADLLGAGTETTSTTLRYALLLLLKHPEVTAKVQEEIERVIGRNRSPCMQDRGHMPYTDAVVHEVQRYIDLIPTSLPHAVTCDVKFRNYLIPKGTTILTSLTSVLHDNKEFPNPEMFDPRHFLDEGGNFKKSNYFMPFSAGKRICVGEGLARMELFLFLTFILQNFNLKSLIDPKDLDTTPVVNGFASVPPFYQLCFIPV
PostGolgi yeast: growth inhibition of a yeast mutant, post-Golgi transport screen; post-Golgi transport phenotypic cell assay; inhibition, % at 10 µM; actives 0.9% (n = 98,000); AID 739; in the data active = inhibition above about 30%;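 note: yeast cells grown in 1536-well plates; yeast grown about 18 h at 30C before absorbance read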
PTK2B oligo ant: Pyk2 (human) oligomerization antagonism | Q14289 | Q293 cells, Pyk2 FERM NanoBiT luminescence; active compounds read low | z-score (the deposit names both 25 µM and 10 µM) | actives 0.83% (n = 99,000) | AID 1347419;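 active = Z-score of -3 or lower, scaled per plate to the spread of control and sample wells; inactive = z-score above -3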;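 note: negative z-score means lost luminescence so less FERM oligomerization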
CYP2C19 inh: inhibitors of human CYP2C19; P33261; CYP2C19 Supersomes, luciferin-H EGE luminescence, 30 min; inhibition, % at 5 µM; actives 21% (n = 96,000); AID 778;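 active = CYP2C19 inhibition above a set limit at 5 µM in the primary screen, cut at about 50% in these data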;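 note: plate controls were negative control wells for no effect and 2.5 mM tranylcypromine positive control for full effect; values of inactives mirror those of a sister screen read the other way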
Ecoli WT expand: blocks growth of wild type E. coli BW25113; AID 710; growth inhibition, % at 100 µM; actives 0.15% (n = 98,000); OD600 absorbance;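 active = growth inhibition above about 50% at one test dose, limit read from the data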;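 note: growth measured after 20 h incubation at 37 °C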
EphB4 antag: blocks human EphB4 binding to ephrin-B2. P54760. EphB4 LBD / TNYL-RAW-Alexa532 peptide, fluorescence polarization. inhibition, % at 7 µM. actives 0.15% (n = 97,000). AID 720;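 active = inhibition above the screen-wide mean inhibition plus 3 SD, cut at about 15% in these data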;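 note: 0% = DMSO wells and 100% = excess unlabeled TNYL-RAW peptide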
CYP2C9 inhib: human CYP2C9 inhibition; P11712; CYP2C9 Supersomes, luciferin-H conversion, luminescence; inhibition, % at 5 µM; actives 20% (n = 96,000); AID 777;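 active = blocking of liver enzyme CYP2C9 beyond about 50% at 5 µM, limit read from the data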; note: values of inactives mirror those of a sister screen read the other way
Target sequence (P11712 whole entry, looked up): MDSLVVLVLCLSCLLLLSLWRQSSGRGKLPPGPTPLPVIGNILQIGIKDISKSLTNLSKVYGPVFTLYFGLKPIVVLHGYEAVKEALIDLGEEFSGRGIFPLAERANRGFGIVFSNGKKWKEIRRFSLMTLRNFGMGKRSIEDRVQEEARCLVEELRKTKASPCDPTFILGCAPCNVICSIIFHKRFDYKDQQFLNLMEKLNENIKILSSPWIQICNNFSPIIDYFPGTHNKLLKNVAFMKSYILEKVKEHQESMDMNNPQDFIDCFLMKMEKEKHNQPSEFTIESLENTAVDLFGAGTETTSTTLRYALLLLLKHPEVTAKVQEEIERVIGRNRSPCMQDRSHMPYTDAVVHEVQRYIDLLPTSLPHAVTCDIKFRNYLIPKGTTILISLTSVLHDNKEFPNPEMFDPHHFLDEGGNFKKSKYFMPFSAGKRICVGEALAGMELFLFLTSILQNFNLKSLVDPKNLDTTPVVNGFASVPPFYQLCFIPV
PLAP act: human PLAP activation. P05187. purified PLAP enzyme, luminescent substrate read-out; active compounds read high. activation fold at 20 µM. actives 1.2% (n = 96,000). AID 696; in the data active = activation fold above about 2
CYP2C9 act: CYP2C9 (human) activation; P11712; recombinant CYP2C9, luciferin-H conversion, luminescence; active compounds read high; factor 1 = untreated enzyme, 0 = blocked; activation factor at 5 µM; actives 1.4% (n = 96,000); AID 1024;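 active = activation factor of 2 or more for CYP2C9 at a 5 µM dose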;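 note: 0 = sulfaphenazole-blocked wells and 1 = vehicle-only wells; values of inactives mirror those of a sister screen read the other way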
The depositor's hits bear a star; · = not tested or not shown.

SMILES	CYP2C19 activ	PostGolgi yeast	PTK2B oligo ant	CYP2C19 inh	Ecoli WT expand	EphB4 antag	CYP2C9 inhib	PLAP act	CYP2C9 act
CCOc1cc(C=O)ccc1OCCSc1ccc(Cl)cc1	0.7	13.0	-1.23	28.4	11.0	0.8	80.6*	1.2	0.2
CCCC(=O)c1ccc2c(c1)OCCO2	0.8	10.9	1.57	20.1	16.0	-5.2	21.5	1	0.8
Cc1ccc(N(C(=O)C2CCC(=O)N2)C2(C(=O)NC3CCCC3)CCCCC2)cc1 (stereo not drawn)	1	-0.7	0.71	4.5	-4.0	7.6	22.0	1.4	0.8
Cc1c(S(=O)(=O)N2CCN(c3cccc(C(F)(F)F)c3)CC2)c(=O)n(C)c(=O)n1C	1	-0.2	·	3.5	0.0	4.0	-14.6	1.3	1.1
CC(=O)Oc1ccc(/C=c2\sc3ncnn3c2=O)cc1	1.1	16.6	0.35	-5.2	7.0	-6.2	-3.0	1	1
CCOc1ccccc1N1CC(C(=O)N2CCc3ccccc32)CC1=O (stereo not drawn)	0.9	-1.1	0.26	5.3	7.0	1.7	14.7	1.1	0.9
CC1=CC(=C(C#N)c2nc3ccccc3s2)C=C(C)N1Cc1ccco1	0.8	3.8	-1.85	16.4	-7.0	3.4	25.8	0.8	0.7
CCOC(=O)c1ccc(NC(=O)CN2C(=O)CSC2=O)cc1	0.7	-2.5	0.11	31.7	2.0	8.4	4.6	1.4	1
O=S(=O)(c1ccccc1)N(Cc1nc(-c2ccccc2)no1)C1CCCCC1	0.5	-4.2	-1.79	50.5*	-18.0	3.2	92.6*	0.9	0.1
O=C1[C@@H]2C(c3ccccc3Cl)=NO[C@@H]2C(=O)N1Cc1ccccc1	0	9.0	0.28	98.9*	7.0	2.4	72.9*	1.2	0.3
CCn1c(-c2ccco2)n[nH]c1=S	0.9	8.2	-0.18	9.2	3.0	3.4	-7.1	0.8	1.1
CCCn1nc(Oc2nc(NCC)nc(NCC)n2)ccc1=O	1.1	-0.6	0.69	-7.2	-2.0	-5.9	-8.6	1.2	1.1
COc1ccc(NC(=O)CSc2nnc(Cc3cccs3)n2-c2ccc(C)cc2)cc1	0.3	6.3	-2.59	72.7*	-24.0	1.8	51.2*	0.8	0.5
O=C(Sc1nnnn1C1CCCCC1)c1cccs1	1	-4.6	·	-1.3	-13.0	-4.2	-13.5	1.1	1.1
CSc1cccc(NC(=O)CN(c2ccc(C)cc2C)S(C)(=O)=O)c1	0.1	-13.8	-3	94.6*	-8.0	8.4	62.1*	1.1	0.4
CCn1cc([N+](=O)[O-])c(C(=O)Nc2cc(C)on2)n1	0.9	-1.6	-0.86	5.5	7.0	5.1	-18.0	1.1	1.2
O=C1C(c2ccc(F)cc2)N(CC2COc3ccccc3O2)C(=O)CN1C1CCCCC1 (stereo not drawn)	1	1.6	-1.47	-2.2	-4.0	12.0	28.3	1.1	0.7
O=C(CCNS(=O)(=O)c1cccc2nsnc12)NCc1cccs1	0.8	-0.6	0.13	16.3	11.0	-0.7	-66.7	0.9	1.7
Cc1nc2sc(C(c3ccc(Cl)cc3)N3CCN(C(=O)c4ccco4)CC3)c(O)n2n1 (stereo not drawn)	0.9	2.4	0.61	5.4	2.0	0.6	10.8	1.5	0.9
COc1cc(C(=O)NCC(C)C)c([N+](=O)[O-])cc1OC	1.2	-7.5	0.94	-19.0	8.0	-12.0	-18.4	1.1	1.2
Cc1ccc(C(=O)O)cc1S(=O)(=O)N1CCCC1	1.1	-5.0	0.82	-12.1	2.0	5.9	-1.0	0.9	1
C(=C/c1ccnc2nc(SC/C=C/c3ccccc3)nn12)/c1ccccc1	0.7	-1.2	-3.02*	28.4	-12.0	-4.2	79.3*	1	0.2
COC(=O)C(=O)Nc1nnc(COc2ccccc2)s1	1.1	-5.7	0.79	-11.8	-12.0	-7.5	3.0	1.2	1
CCCNC(=O)c1cccc(Cn2nc(C)c(Br)c2C)c1	0.1	-5.1	1.48	85.2*	12.0	0.6	63.2*	1.8	0.4
CC(SCc1ccccc1)C(=O)N/N=C/c1ccc2c(c1)OCO2 (stereo not drawn)	0.2	-2.6	0.74	79.6*	4.0	-5.0	92.5*	1	0.1

Next part; the last two above are carried over.
SMILES	CYP2C19 activ	PostGolgi yeast	PTK2B oligo ant	CYP2C19 inh	Ecoli WT expand	EphB4 antag	CYP2C9 inhib	PLAP act	CYP2C9 act
CCCNC(=O)c1cccc(Cn2nc(C)c(Br)c2C)c1	0.1	-5.1	1.48	85.2*	12.0	0.6	63.2*	1.8	0.4
CC(SCc1ccccc1)C(=O)N/N=C/c1ccc2c(c1)OCO2 (stereo not drawn)	0.2	-2.6	0.74	79.6*	4.0	-5.0	92.5*	1	0.1
CCn1ncc(C2=NOC(C(=O)NCc3ccc(Cl)cc3)C2)c1C (stereo not drawn)	0.3	-1.0	1.57	66.5*	-2.0	·	50.2*	1	0.5
CSCCC(NC(N)=O)C(=O)NCc1cccc(Cl)c1 (stereo not drawn)	0.8	1.6	-0.3	22.8	3.0	-8.2	43.7	0.9	0.6
CCOc1cc(/C=N/n2cnnc2)c(Br)cc1O	0.9	-1.2	0.06	5.4	2.0	2.5	43.2	1	0.6
O=C(Nc1c(C(=O)Nc2ccccc2)cnn1-c1ccccc1)c1ccco1	1.1	0.8	0.5	-5.7	-7.0	4.3	26.4	1.4	0.7
CC(=O)Nc1ccc(S(=O)(=O)N2C3CCCC2CC(NC(=O)C2CCCCC2)C3)cc1 (stereo not drawn)	0.9	-5.0	0.99	14.5	-8.0	-3.1	26.8	1	0.7
Cc1ccc(C)c(NC(=O)C2C(c3ccccc3)C2(Cl)Cl)c1 (stereo not drawn)	0.9	-8.8	-1.13	10.5	-13.0	3.4	10.1	0.9	0.9
Cc1n[nH]c(=S)n1/N=C/c1ccc(-c2ccccc2[N+](=O)[O-])o1	0.9	-2.7	-0.17	11.5	-1.0	-1.1	8.2	2*	0.9
Cc1ccc(Nc2ncccc2C(=O)O)cc1C	1	-12.4	·	2.6	-5.0	-8.0	7.3	1.1	0.9
Cc1cc(C(=O)Nc2c(C)nn(Cc3c(Cl)cccc3Cl)c2C)no1	0.9	-8.5	-0.49	11.8	4.0	0.7	-1.0	1.2	1
COc1ccc(C2N(C(=O)N3CCOCC3)CCN2S(=O)(=O)c2ccc(C)cc2)cc1 (stereo not drawn)	0.8	4.7	0.53	18.0	-1.0	2.0	41.0	1.2	0.6
C(/C=C/c1ccco1)=N/N1CCN(c2ccccc2)CC1	0.7	-7.4	0.8	27.5	2.0	0.2	9.5	1	0.9
CC1CCCCN1Cc1nc2ccccc2c(=O)[nH]1 (stereo not drawn)	0.9	-5.4	0	12.2	6.0	-1.9	9.8	1.1	0.9
O=C(COC(=O)c1cncc(Br)c1)NCC1CCCO1 (stereo not drawn)	0.8	3.8	0.43	18.3	-4.0	-6.4	-0.1	1.2	1
CCCCCn1c(NCc2ccco2)nc2ccccc21	0.6	-1.7	·	38.5	11.0	2.9	24.1	0.9	0.8
Cc1cc(C)c(S(=O)(=O)c2ccccc2)c(OC(=O)c2c(Cl)cc(Cl)cc2Cl)n1	0.5	23.0	-1.19	53.0*	-5.0	-3.0	44.5	1	0.6
O=C1CCCC2=C1C(c1cccs1)n1nc(SCc3ccccc3)nc1N2 (stereo not drawn)	1.1	-2.4	-2.78	-10.3	-8.0	-3.0	-9.5	0.9	1.1
Cc1ccc(C(CC(=O)NCc2ccco2)c2ccccc2)c(O)c1 (stereo not drawn)	0.4	1.1	-1.53	60.8*	4.0	1.4	45.5	1	0.5
O=C(c1ccc(N2C(=O)C3CC=C(Cl)CC3C2=O)cc1)N1CCCCC1 (stereo not drawn)	1.2	1.1	0.09	-23.7	0.0	1.7	-11.2	1.2	1.1
FC(F)(F)c1cnc(-c2cnc3c(-c4ccc(Cl)cc4)cnn3c2)c(Cl)c1	1.2	16.1	-0.22	-16.9	-18.0	-2.5	-8.6	0.9	1.1
O=C(NCc1ccccc1)c1ccc(=O)[nH]n1	0.8	-0.5	-0.09	15.3	9.0	·	2.8	1.1	1
C=CCOc1ccc(C2C(C(=O)c3ccco3)=C(O)C(=O)N2Cc2cccnc2)cc1 (stereo not drawn)	1	-3.7	2.19	1.7	4.0	-9.4	38.8	1.1	0.6
Cc1onc(-c2ccccc2Cl)c1-c1nc(-c2ccccn2)no1	0.7	6.9	-2.11	32.0	-7.0	13.9	97.2*	1	0
COc1ccc(-c2nnc3ccc(SCC(=O)N4CCCC4)nn23)cc1	1	-1.1	·	-2.1	0.0	3.3	7.2	1	0.9
CCOc1ccccc1NC(=O)C1Cc2ccccc2CN1S(C)(=O)=O (stereo not drawn)	0.5	1.1	-0.51	45.2	1.0	1.1	-28.6	0.9	1.3
CSc1cccc(NC(=O)c2nnn(Cc3ccccc3)c2N)c1	0.9	-4.4	-0.82	11.2	-10.0	0.2	18.3	0.9	0.8

The listing continues.
SMILES	CYP2C19 activ	PostGolgi yeast	PTK2B oligo ant	CYP2C19 inh	Ecoli WT expand	EphB4 antag	CYP2C9 inhib	PLAP act	CYP2C9 act
COc1ccccc1N1CCN(c2cc(=O)n(-c3ccccc3Cl)c(=O)[nH]2)CC1	1	-3.1	1.35	1.6	-5.0	-5.1	-11.4	1.1	1.1
Cc1nc(N2CCC(C(N)=O)CC2)c2nnn(Cc3ccccc3)c2n1	1.1	10.7	0.08	-5.2	-1.0	·	-1.8	0.9	1
COc1cc2c3nnc(-c4ccc(F)cc4)c-3cn(Cc3ccccc3)c2cc1OC	1	2.0	·	3.0	1.0	2.6	29.1	1.4	0.7
Cn1c(=O)c2c(nc(CN3CCN(CCO)CC3)n2Cc2cccc3ccccc23)n(C)c1=O	0.6	2.4	-0.01	41.3	2.0	-6.8	34.6	1.9	0.7
CC(C)OC(=O)CC(=O)CSc1nc2c(cc1C#N)CCCCCC2	0.5	-0.9	-0.85	46.6	-7.0	0.4	63.0*	0.9	0.4
COc1ccc2c(c1)cc(C)c1nnc(SCC(=O)N3CCN(C(=O)c4ccco4)CC3)n12	1	·	·	-3.7	·	·	-1.0	1.6	1
CC(C)(C)n1nnnc1C(c1cccs1)N(Cc1cccnc1)CC1CCCO1 (stereo not drawn)	0.7	3.8	-2.19	31.5	3.0	1.7	19.7	1.5	0.8
O=C(CCCC(=O)N(c1ccc2c(c1)OCCO2)C(C(=O)NC1CCCCC1)c1ccc(F)cc1)Nc1ccccn1 (stereo not drawn)	0.5	-6.7	-0.76	51.7*	-3.0	-2.0	-99.7	1.2	2*
CCOC(=O)c1oc2cccc(O)c2c1CN1CCOCC1	0.4	19.6	-0.18	60.3*	3.0	5.6	36.8	1.5	0.6
COc1cccc(OCCSc2nc(N)cc(N)n2)c1	0.8	-5.7	-1.18	24.2	11.0	-1.1	-28.3	0.8	1.3
COC(=O)CNc1nc(C2CC2)nc2c1nnn2Cc1ccccc1Cl	·	-3.4	-0.94	·	-2.0	3.7	·	·	·
Cc1sc2nc(SCC(=O)N(C)C)[nH]c(=O)c2c1C	0.7	-4.4	-0.09	33.5	-1.0	2.3	53.7*	1	0.5
CCn1c(COc2ccccc2C)nnc1SCC(=O)CC(=O)Nc1ccccc1OC	0.6	-4.1	1.32	43.4	-2.0	-2.0	-154.7	1	2.5*
O=C(c1ccco1)c1cn(CC(=O)N2CCCc3ccccc32)c2ccccc12	0	-4.8	-1.15	98.1*	-13.0	3.3	100.0*	1.6	0
NC(=O)C1CCN(C(=O)CSCc2ccccc2Cl)CC1	1	-4.8	-0.49	-0.5	5.0	1.3	3.4	1.1	1

Among those listed so far, 2 have a cyano group:
SMILES	CYP2C19 activ	PostGolgi yeast	PTK2B oligo ant	CYP2C19 inh	Ecoli WT expand	EphB4 antag	CYP2C9 inhib	PLAP act	CYP2C9 act
CC1=CC(=C(C#N)c2nc3ccccc3s2)C=C(C)N1Cc1ccco1	0.8	3.8	-1.85	16.4	-7.0	3.4	25.8	0.8	0.7
CC(C)OC(=O)CC(=O)CSc1nc2c(cc1C#N)CCCCCC2	0.5	-0.9	-0.85	46.6	-7.0	0.4	63.0*	0.9	0.4
